Assay outcomes (PubChem BioAssay)
FLuc modulator: firefly luciferase modulation, counter-screen for miR-21 project. purified FLuc, Km substrates, luminescence inhibition. Potency, µM (highest dose often 57.5 µM), for the others: top-dose activity change, negative = inhibition, usual class: inhibitors. 360,000 compounds, 6.9% hits; active = well fitted inhibition curve with a large enough effect; inconclusive = small, poorly fitted or top-dose-only effect;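 also: plate controls were vehicle for no effect and reference inhibitor for full effect; nearly all actives have a fitted effect of over 55% in size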
Target sequence (P08659 whole entry, looked up): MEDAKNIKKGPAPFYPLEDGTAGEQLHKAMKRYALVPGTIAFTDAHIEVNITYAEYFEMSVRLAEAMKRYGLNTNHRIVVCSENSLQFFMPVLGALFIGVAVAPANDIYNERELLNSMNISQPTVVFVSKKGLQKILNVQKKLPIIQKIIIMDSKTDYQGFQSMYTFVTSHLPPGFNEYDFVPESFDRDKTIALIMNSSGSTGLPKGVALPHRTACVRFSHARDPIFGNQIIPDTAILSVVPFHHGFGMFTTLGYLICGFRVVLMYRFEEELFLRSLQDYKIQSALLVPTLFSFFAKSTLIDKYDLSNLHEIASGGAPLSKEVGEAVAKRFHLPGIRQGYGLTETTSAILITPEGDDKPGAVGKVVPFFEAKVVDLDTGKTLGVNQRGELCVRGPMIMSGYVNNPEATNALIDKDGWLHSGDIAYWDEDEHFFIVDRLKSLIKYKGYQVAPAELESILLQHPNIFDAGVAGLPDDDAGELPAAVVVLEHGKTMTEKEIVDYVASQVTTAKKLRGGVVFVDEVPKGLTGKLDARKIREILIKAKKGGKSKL
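Biochemical qHTS of compounds, final roughly 60 µM downward over six points, against 10 nM purified firefly luciferase using Km concentrations of substrates (10 uM D-luciferin, 10 uM ATP) in Tris acetate pH 7.5 buffer; luminescence output.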
* = called active by the depositor; ? = inconclusive. Potency is read from the fitted curve at half-maximal effect.

SMILES	FLuc modulator
Cc1ccccc1CNC(=O)Cn1ncn2nc(-c3cccs3)cc2c1=O	-3.8%
Cc1c(Cl)cccc1-n1ncc(C(=O)Nc2ccc3c(c2)OCCO3)c1C1CCN(C(=O)OC(C)(C)C)CC1	?
Cc1ccc(-n2ncc(C(=O)NCc3ccco3)c2C2CCN(C(=O)OC(C)(C)C)CC2)cc1	-3.0%
CCOc1ccccc1CNC(=O)CCn1ccc2cc(S(=O)(=O)N3CCC(C)CC3)ccc21	-1.9%
CC(=O)c1cccc(NC(=O)Nc2cc3c(cc2N2CCCC2)n(C)c(=O)n3C)c1	-12.2%
CCc1ccc(-c2nn(-c3ccc(OC)cc3)c3c2cnc2ccc(OC)cc23)cc1	5.3%
Cc1ccc2nc(N3CCN(c4cccc(Cl)c4)CC3)c(-n3nc(C)cc3C)nc2c1	7.6%
Cc1c(C(=O)Nc2ccccc2)sc2nc(-c3cc4ccccc4oc3=O)[nH]c(=O)c12	-14.4%
CC(=O)Nc1ccc(NC(=O)C(NC(=O)C2CCC(C)CC2)C(C)C)cc1 (centres undefined)	-3.0%
Cc1ccc(-n2ncc3c(N4CCC(Cc5ccccc5)CC4)ncnc32)cc1	-13.3%
Cc1cccc(Cn2c(=O)n(CCC(=O)NCCc3ccc(Cl)cc3)c(=O)c3sccc32)c1	-3.5%
Cc1cccc(-c2nnc(C3CCN(S(=O)(=O)c4cccc(Cl)c4)CC3)o2)c1	?
CCN(CC)CCNC(=O)c1c(C)oc2ncnc(N3CCOCC3)c12	0.0%
COC(=O)c1ccc(NC(=O)N2CCc3c([nH]c4ccccc34)C2c2ccc(C)cc2)cc1 (centres undefined)	-5.6%
CCCc1nn2cc(-c3ccc(C)c(C)c3)nc2s1	0.19µM*
CCOc1ccc(NC(=O)c2nnn(-c3ccc(F)c(Cl)c3)c2C)cc1	-1.3%
CCOc1ccc(NC(=O)CC2C(=O)N(c3ccc(C)cc3)C(=O)N2C2CCCCC2)cc1 (centres undefined)	?
O=C(Nc1ccccc1C(=O)OCc1cc(=O)n2nc(C3CC3)sc2n1)c1ccc(Cl)cc1	-0.8%
CCOc1cc(-c2ccc(OC(=O)c3ccccc3)c(OC)c2)cc(=O)c2c(C)oc(C)c12	4.4%
Cc1cc(C)n2c(Nc3ccccc3C)c(-c3cccs3)nc2n1	1.1%
Cc1ccc(NC(=O)N2CCC(CN3CCCCCC3)CC2)c(Cl)c1	2.3%
O=C(NC1CC(=O)N(c2ccc(Cl)cc2)C1)c1ccc(S(=O)(=O)N2CCCC2)cc1 (centres undefined)	8.6%
CC(C)CCn1c(=O)c2cccnc2n(CC(=O)Nc2ccccc2)c1=O	1.5%
COc1cccc(-n2c(=O)c3c(C)c(C(=O)N(C)C)sc3n(Cc3cccc(C)c3)c2=O)c1	-3.4%
COc1ccc(Cl)cc1NC(=O)c1ccc(CN2C(=O)CCn3nc(C)cc32)cc1	2.1%
CCOc1ccc(N2CC(c3nc4ccccc4n3CCCOc3ccc(OC)cc3)CC2=O)cc1 (centres undefined)	23.9µM*
COc1ccc(OC)c(-c2noc(N3CCN(c4cccc(C)c4C)CC3)n2)c1	-13.5%
CC(=O)Nc1ccc(NC(=O)c2ccc3c(c2)NC(=O)c2ccccc2S3)cc1	0.5%
Cc1ccc(C2=CC(c3ccc(Cl)cc3)n3nc(-c4ccc(C)cc4)nc3N2)cc1 (centres undefined)	?
CCCCN(C)C(=O)c1ccc2c(c1)N(Cc1cccc(Cl)c1)C(=O)c1ccccc1S2=O (centres undefined)	4.4%

Sorted by number of heavy atoms (lowest first): some entries from above.
SMILES	FLuc modulator
CCCc1nn2cc(-c3ccc(C)c(C)c3)nc2s1	0.19µM*
Cc1cccc(Cn2c(=O)n(CCC(=O)NCCc3ccc(Cl)cc3)c(=O)c3sccc32)c1	-3.5%
Cc1c(Cl)cccc1-n1ncc(C(=O)Nc2ccc3c(c2)OCCO3)c1C1CCN(C(=O)OC(C)(C)C)CC1	?

Continued:
SMILES	FLuc modulator
COc1cccc(CNCc2c(C(=O)O)n(Cc3ccc(C)cc3)c3cc(C)ccc23)c1OC	-2.4%
CCOc1ccc(NC(=O)CC2C(=O)N(c3ccc(F)cc3)C(=O)N2Cc2ccc(OC)c(OC)c2)cc1 (centres undefined)	5.7%
CCc1ccc(NC(=O)C(=O)NCCc2sc(-c3ccc(C)cc3)nc2C)cc1	2.2%
CCOC(=O)c1sc2ccccc2c1S(=O)(=O)N1CCN(c2cccc(C)c2C)CC1	-0.2%
O=C(c1ccccc1Cl)N1CCCCC1CCN1CCOCC1 (centres undefined)	0.5%
CN(C)S(=O)(=O)Nc1ccc(-c2cn3ccsc3n2)cc1	26.9µM*
Cc1ccc2ccc3cc(C(=O)N4CCN(c5ccccc5F)CC4)nc3c2[nH]1	-1.1%
Cc1cc(Br)ccc1NC(=O)CCNS(=O)(=O)c1cccc2nonc12	-7.9%
CCCC12CN3CC(C)(CN(C1)C3c1ccccc1Cl)C2=O (centres undefined)	-2.8%
COc1ccccc1/C=C/c1nc(C#N)c(N2CCN(c3ccccc3)CC2)o1	-9.2%
CCOc1ccc(CNS(=O)(=O)c2ccc3c(c2)CCCN3C(C)=O)cc1	1.1%
Cc1cc(C)c(NC(=O)CCCN2C(=O)COc3ccc(C)cc32)c(C)c1	-7.9%
COc1cccc(NC(=O)CSC2=Nc3ccccc3C3=NC(CCC(=O)NC4CCCCC4)C(=O)N23)c1 (centres undefined)	2.1%
Cc1ccc(-c2onc(C)c2C)cc1S(=O)(=O)NC1CCCCC1	-11.4%
CCn1ccc2cc(S(=O)(=O)N3CCCN(C(=O)Nc4ccccc4C(F)(F)F)CC3)ccc21	2.0%
Cc1cccc(C(=O)Nc2c(C(=O)N3CCN(c4ccc(F)cc4)CC3)oc3ccccc23)c1	2.6%
CCn1c(SCc2ccccc2F)nc(=O)c2c(C(=O)OC)cc(C3CC3)nc21	?
CCCCN(C)CCNC(=O)c1ccc(Cn2c(=O)[nH]c3cc(OC)c(OC)cc3c2=O)cc1	-2.0%
COc1ccc2oc(-c3ccc(C)c(NC(=O)Cc4ccc(Cl)cc4)c3)nc2c1	-14.9%
COc1ccc(-c2noc(N3CCC(C(=O)Nc4cccc(C)c4C)CC3)n2)cc1	-3.1%
Cc1cccc(OCC(=O)Nc2ccc(OCc3cc(=O)n4cc(C)ccc4n3)cc2)c1	6.7%
CC(C)CCN(Cc1ccco1)C(=O)c1cc2c(Cl)nc3ccccc3c2s1	-2.2%
CCc1ccc(NC(=O)N2CC(C)Oc3ccc(C)cc32)cc1 (centres undefined)	-10.4%
Cc1cc(Cl)ccc1OCc1nc(-c2ccc(-n3cccc3)cc2)no1	-1.4%
Cc1ccc(C)c(N2CCN(C(=O)CCS(=O)(=O)c3cc(Br)cc4c3N(C(=O)C3CC3)CC4)CC2)c1	?
COc1ccc(-n2c(SCC(=O)NCc3ccc(Cl)cc3)nc3ccsc3c2=O)cc1	-12.6%
Cc1cc(C)nc(-n2nc(C)c3c2N(C)C(=O)CC3c2ccc(Cl)cc2)n1 (centres undefined)	-11.0%
CCCCN(CCCC)C(=O)c1cc2c(=O)n3cccc(C)c3nc2s1	-9.4%
O=C(NCCN1CCCCC1)c1ccc(Cn2c(SCc3ccccc3)nc3cccnc32)cc1	12µM*
COc1cccc(C2C(C(=O)Nc3ccc(C)cc3C)=C(C)Nc3c(C(=O)Nc4cccc(C)c4)cnn32)c1OC (centres undefined)	3.2%

Brought forward from above: 6 entries, followed by the next part.
SMILES	FLuc modulator
Cc1ccc(C)c(N2CCN(C(=O)CCS(=O)(=O)c3cc(Br)cc4c3N(C(=O)C3CC3)CC4)CC2)c1	?
COc1ccc(-n2c(SCC(=O)NCc3ccc(Cl)cc3)nc3ccsc3c2=O)cc1	-12.6%
Cc1cc(C)nc(-n2nc(C)c3c2N(C)C(=O)CC3c2ccc(Cl)cc2)n1 (centres undefined)	-11.0%
CCCCN(CCCC)C(=O)c1cc2c(=O)n3cccc(C)c3nc2s1	-9.4%
O=C(NCCN1CCCCC1)c1ccc(Cn2c(SCc3ccccc3)nc3cccnc32)cc1	12µM*
COc1cccc(C2C(C(=O)Nc3ccc(C)cc3C)=C(C)Nc3c(C(=O)Nc4cccc(C)c4)cnn32)c1OC (centres undefined)	3.2%
CN1CCc2nc3sc(C(=O)Nc4cccc(C#N)c4)c(N)c3cc2C1	?
CCOc1ccc2nc(N3CCN(C(=O)CS(=O)(=O)c4ccc(F)cc4)CC3)sc2c1	3.01µM*
O=C(Cn1c(=O)n(-c2ccc(Cl)cc2)c(=O)c2sc3ccccc3c21)NC1CCCCC1	0.7%
Cc1ccc(-n2ncc(C(=O)NCc3cccs3)c2C2CCN(C(=O)OC(C)(C)C)CC2)cc1	-0.9%
CCOC(=O)c1[nH]c(C)c(CCC(=O)N2CCN(c3ccccc3)CC2)c1C	-3.1%
O=C(CSCc1nc2cccnc2n1C1CCCCC1)NCc1cccc(Cl)c1	-4.6%
CCc1cccc(NC(=O)c2ccc(CN3C(=O)C(C)=C(c4ccc(OC)cc4)S3(=O)=O)cc2)c1	-8.0%
Cc1ccc(OC(=O)CSc2nnc(-c3ccc4c(c3)OCO4)o2)cc1	5.3%
Cc1ccc(C)c(CN2C(=O)c3ccccc3S(=O)(=O)c3ccc(C(=O)NCCC4=CCCCC4)cc32)c1	-1.5%
CCOC(=O)c1c(NC(=O)COc2ccc(Cl)cc2Cl)sc2c1CCCCC2	-1.3%
Cc1ccc(-n2ncc3c(NC4CCCCC4)ncnc32)cc1	0.426µM*
COc1cc(NC(=O)N2CCC(CN3CCc4ccccc4C3)CC2)cc(OC)c1	-7.8%
CC1CCCN(C(=O)Cn2c(=O)n(CC3CCC(C(=O)NC(C)C)CC3)c(=O)c3sccc32)C1 (centres undefined)	-0.3%
COc1ccc(N2CCN(Cc3nc(-c4ccc(C)cc4)no3)CC2)cc1	4.6%
O=C(c1cc(-c2ccccc2O)on1)N1CCCCC1	8.49µM*
CN(C(=O)Nc1cn(C)c(=O)c2ccccc12)c1ccccc1	-1.1%
COc1ccc(NC(=O)CN2CCN(Cc3ccc(F)cc3)S2(=O)=O)cc1Cl	-1.4%
CCOC(=O)c1ccc(NC(=O)c2c(NCc3cc(OC)c(OC)cc3OC)sc3c2CCCC3)cc1	?
COc1ccccc1CNC(=O)c1cc2c(s1)-c1ccc(Cl)cc1SC2	-0.4%
CCOC(=O)c1noc2nc(C)n(Cc3cccc(C#N)c3)c(=O)c12	-2.8%
Cc1ccc(CNC(=O)c2cc3cc(C)ccc3n2C)cc1	-4.9%
CC(C)(C)c1ccc(C(=O)NCC(c2ccc(Cl)cc2)N2CCOCC2)cc1 (centres undefined)	-10.9%
CCC(C(=O)Nc1cc(F)ccc1F)n1nc(-c2cc(C)ccc2C)ccc1=O (centres undefined)	-15.1%
O=C(CSc1cn(CC(=O)N2CCCC2)c2ccccc12)Nc1ccc(Cl)cc1	?
COc1ccc(C2(CNC(=O)C(=O)Nc3cccc(C(F)(F)F)c3)CCCC2)cc1OC	-5.4%
Cc1ccc(S(=O)(=O)N2CCC(c3ccncc3)CC2)c(C)c1	-5.7%
CCOC(=O)c1noc2ncn(CC(=O)Nc3cccc(Cl)c3)c(=O)c12	8.1%
COc1cccc(Cn2c(=O)n(Cc3ccccc3)c(=O)c3c2c2cc(OC)ccc2n3C)c1	-1.8%
Cc1cc2c(cc1S(=O)(=O)N1CCC(C(N)=O)CC1)OCC(=O)N2	1.1%
Cc1ccc(NC(=O)C2CCN(S(=O)(=O)c3c(C)noc3C)CC2)cc1	0.8%

Exported as labelled records: entries from further up.
CC(C)(C)c1ccc(C(=O)NCC(c2ccc(Cl)cc2)N2CCOCC2)cc1 (centres undefined)
- FLuc modulator: -10.9%
Cc1ccc(CNC(=O)c2cc3cc(C)ccc3n2C)cc1
- FLuc modulator: -4.9%

Other compounds
SMILES	FLuc modulator
CCc1ccc(-c2nc(CSCC(=O)NCc3ccc(C)cc3)c(C)o2)cc1	19µM*
COCCNc1oc(/C=C/c2ccc(F)cc2)nc1C#N	?
Cc1ccc(NC(=O)N2CCN(c3nnc(C)c4c(C)n(-c5ccccc5)nc34)CC2)cc1Cl	?
CN1C(=O)Cc2cc(S(=O)(=O)CCC(=O)Nc3cccc(C(F)(F)F)c3)ccc21	-1.3%
CCCN(CCC)C(=O)c1c[nH]c2ccc(S(=O)(=O)N(C)c3ccc(Cl)cc3)cc2c1=O	-2.4%
CC(NC(=O)Nc1cc(Cl)ccc1Cl)c1c(-n2cccc2)sc2c1CCCC2 (centres undefined)	-8.9%
CC(C)CCNC(=O)CN1C(=O)c2cccnc2Sc2ccccc21	2.9%
Cc1ccccc1CN1CCCN(CC(=O)Nc2ccc(F)cc2)S1(=O)=O	1.9%
COc1ccc(CCNC(=O)c2ccc3c(c2)N(Cc2ccccc2)C(=O)c2ccccc2S3=O)cc1OC (centres undefined)	-2.8%
COC(=O)c1c(-c2cccs2)csc1NC(=O)c1ccc(C)cc1	5.36µM*
COC(=O)c1ccc(NC(=O)CCc2c(C)nc3c(-c4ccccc4)c(C)nn3c2C)cc1	-15.1%
O=C(Nc1cccc(Br)c1)N1CCN2CCCCC2C1 (centres undefined)	-3.2%
O=C(c1cccs1)N1CCCc2cc(NS(=O)(=O)c3ccc(F)cc3F)ccc21	?
Cc1ccc(NC(=O)Cn2cc(C(=O)c3ccco3)c3ccccc32)cc1	-0.6%
COc1cccc(N2CCN(C(=O)C3CCN(S(=O)(=O)c4c(C)noc4/C=C/c4ccccc4F)CC3)CC2)c1	-7.2%
Cc1cccc(CNS(=O)(=O)c2ccc(-c3coc(C)n3)cc2)c1	-11.4%
O=C(Cn1c(=O)n(Cc2nc(-c3ccccc3)no2)c(=O)c2cc3c(cc21)OCO3)Nc1cccc(C(F)(F)F)c1	5.4%
CC1=C(C(=O)Nc2ccccc2C)C(c2cccnc2)n2nc(SCc3ccccc3)nc2N1 (centres undefined)	4.6%
COc1ccccc1CCNC(=O)Cc1c(C)c2cc(Cl)c(O)cc2oc1=O	-18.6%
COc1ccc(OC)c(-n2c(=O)[nH]c3cc(C(=O)NCCc4ccc(OC)c(OC)c4)ccc3c2=O)c1	-1.6%
CCSc1nnc2c(n1)OC(c1ccc(OC)c(OC)c1)N(C(C)=O)c1ccccc1-2 (centres undefined)	-0.5%

Only part of the results is shown, so the mix of outcomes need not match the whole.
